MEKK2mut PB1 HTS – MEK5 binding signal on mutant MEKK2 PB1, primary screen, biochemical, multiplex bead flow cytometry, Alexa488-MEK5; Alexa488-MEK5 binding to MEKK2 mutant; percent response, % at 10 µM; hit rate 0.35% among 290,000; in the data active = percent response above about 24%, passing the limit was not always enough; also: inactives centre near 1; some results filed as inactive read as strong as hits; reference of the scale not given here
PfM18AAP inh – PfM18AAP inhibitors, malaria aminopeptidase, primary screen, biochemical, QFRET, recombinant enzyme; M18 aspartyl aminopeptidase (Plasmodium falciparum 3D7); H-Glu-NHMec fluorogenic cleavage; inhibition, % at 7.35 µM; hit rate 1.2% among 290,000; AID 1822, 2009;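 active = inhibition above the campaign mean inhibition over all tested compounds plus 3 SD, cut at about 28% in these data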;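 also: 0% = plate median of test compound wells and 100% = 2 mM ZnCl2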
MEKK3 PB1 HTS – modulators of MEKK3-MEK5 PB1 binding, primary screen, biochemical, wildtype MEKK3, multiplex bead flow cytometry, Alexa488-MEK5 | Mitogen-activated protein kinase kinase kinase 3 (Homo sapiens), Q99759 | bead-based flow cytometry, Alexa488-MEK5 binding to MEKK3; actives lie on both sides; 0 = blocked by unlabeled MEK5, 100 = vehicle | binding response (% of control), % at 10 µM | hit rate 1.4% among 290,000 | AID 1529, 2009;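 active = binding response more than 3 SD above or below the average of its plate-row segment, actives on both sides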;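 also: Alexa488 bead fluorescence after subtracting the streptavidin-only scavenger bead signal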
OXTR ag – human OXTR agonists, primary screen, fluorescence, CHO-OTR cells, Fluo-8 calcium; hit rate 0.32% among 320,000; activation, % at 3 µM; Oxytocin receptor (Homo sapiens), P30559; Fluo-8 calcium fluorescence; normalized: DMSO 0%, oxytocin 100%;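 active = activation above the mean of all tested compounds plus 3 SD, cutoff set per screening run, cut at about 20% in these data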;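 also: peak over basal fluorescence ratio from a 100 s FLIPR kinetic read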
Target sequence (P30559 whole entry, looked up): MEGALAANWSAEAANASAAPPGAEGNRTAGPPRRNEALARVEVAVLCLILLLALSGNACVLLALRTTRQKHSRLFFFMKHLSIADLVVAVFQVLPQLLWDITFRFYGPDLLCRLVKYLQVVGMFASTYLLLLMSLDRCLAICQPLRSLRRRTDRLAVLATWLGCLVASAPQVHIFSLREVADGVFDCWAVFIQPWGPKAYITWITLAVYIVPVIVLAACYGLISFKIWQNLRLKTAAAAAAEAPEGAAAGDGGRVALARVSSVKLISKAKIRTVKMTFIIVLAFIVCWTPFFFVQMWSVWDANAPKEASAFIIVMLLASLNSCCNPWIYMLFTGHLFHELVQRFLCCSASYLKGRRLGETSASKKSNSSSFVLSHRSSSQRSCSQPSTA
PHOSPHO1 block – PubChem AID 1565; Phosphoethanolamine/phosphocholine phosphatase (Homo sapiens), Q8TCT1; recombinant PHOSPHO1, absorbance phosphatase assay; inhibition, % at 13.3 µM; hit rate 1.1% among 290,000; in the data active = inhibition above about 60%
Target sequence (Q8TCT1 whole entry, looked up): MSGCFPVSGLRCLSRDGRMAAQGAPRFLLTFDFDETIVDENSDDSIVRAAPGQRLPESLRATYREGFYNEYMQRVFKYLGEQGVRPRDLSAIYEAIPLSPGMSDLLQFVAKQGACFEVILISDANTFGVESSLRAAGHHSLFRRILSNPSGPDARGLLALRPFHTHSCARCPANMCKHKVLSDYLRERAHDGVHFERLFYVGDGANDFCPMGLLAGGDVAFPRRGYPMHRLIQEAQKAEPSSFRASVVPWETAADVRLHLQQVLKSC
FID counter – compounds displacing fluorescent DNA intercalator, primary screen, artefact control for HCV NS3 helicase inhibitor project, biochemical, FID fluorescence; DNA fluorescent intercalator displacement; hit rate 0.17% among 290,000; inhibition, % at 7.9 µM; in the data active = inhibition above about 37%;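 also: 0% = vehicle and 100% = reference compound; higher means more ethidium bromide displaced from hairpin DNA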
NALP1 yeast inh – NALP1 inflammasome inhibitors in reconstituted yeast, colorimetric, S. cerevisiae, triplicate retest; S. cerevisiae NALP1/ASC/caspase-1 growth, X-gal OD620, 72 h; inhibition, % at 10 µM; hit rate 0.61% among 280,000; AID 2071, 2009; in the data active = inhibition mostly above about 24%, no sharp cut-off; inactive = mostly below about 32%; also: some compounds called inactive have numbers as strong as hits
MEKK2wt PB1 HTS – modulators of MEK5 binding to wildtype MEKK2, primary screen, biochemical, multiplex bead flow cytometry, Alexa488-MEK5; Mitogen-activated protein kinase kinase kinase 2 (Homo sapiens), Q9Y2U5; Alexa488-MEK5 binding to MEKK2 WT; actives lie on both sides; binding response (% of control), % at 10 µM; hit rate 1.1% among 290,000; AID 1531, 2009; in the data active = binding response below about 67% or above about 130%
GPR7 antagonist – GPR7 receptor antagonists, primary screen, cell-based, fluorescence, single concentration; Neuropeptides B/W receptor type 1 (Homo sapiens), P48145; GPR7-expressing cells, fluorescence antagonist assay; inhibition, % at 4.4 µM; hit rate 1.1% among 290,000; AID 1861, 2009; in the data active = inhibition above about 16%, passing the limit was not always enough;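 also: cells stimulated with the agonist NPW; 0% = agonist with vehicle and 100% = vehicle without agonist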
Target sequence (P48145 whole entry, looked up): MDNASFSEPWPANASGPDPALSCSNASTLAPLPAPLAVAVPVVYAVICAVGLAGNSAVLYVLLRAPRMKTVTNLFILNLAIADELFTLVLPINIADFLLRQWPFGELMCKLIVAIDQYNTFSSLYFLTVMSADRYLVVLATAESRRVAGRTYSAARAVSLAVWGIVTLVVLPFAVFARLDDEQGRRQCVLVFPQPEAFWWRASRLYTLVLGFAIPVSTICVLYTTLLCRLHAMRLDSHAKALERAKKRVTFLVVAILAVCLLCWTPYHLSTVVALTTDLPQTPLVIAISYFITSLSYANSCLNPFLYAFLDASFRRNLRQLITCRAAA
* = called active by the depositor; . = no result given; & = joins results of further samples; [ ] = dose if it differs, or a comment.

canonical_smiles	NALP1 yeast inh	MEKK3 PB1 HTS	MEKK2mut PB1 HTS	PHOSPHO1 block	OXTR ag	PfM18AAP inh	GPR7 antagonist	FID counter	MEKK2wt PB1 HTS
Cc1ccccc1Nc1nc(N)nc(CN(C)c2ccccc2)n1	13	95	-6	-8	-1.2	-1	-4	-11	96
CCOc1ccc(S(=O)(=O)N(C)c2ccc(OCC(=O)Nc3nccs3)cc2)cc1	-15	97	-7	0	0.3	-4	-3	-31	89
CCCn1nnc(NC(=O)/C=C/c2cc(Br)ccc2OC)n1	0	105	0	24	-1.4	-13	-1	-7	93
O=c1[nH]nc(-c2ccc(F)cc2)cc1Cc1ccc(F)cc1	.	102	5	37	-3.3	-1	-15	-14	97
CC(C)Cc1nc(Nc2ccc(S(=O)(=O)N3CCCC3)cc2)c2nnn(Cc3ccccc3)c2n1	9	104	-1	14	0.9	-11	-6	-3	101
C=CCn1c(C)nnc1SCC(=O)NC1CC1	26	100	-3	37	0.6	-8	-7	-1	102
CCOC(=O)Cn1c(C)[n+](C)c2cc(Cl)c(Cl)cc21	-6	89	-2	-79	0.7	-3	7	16	94
CNc1nc2ccccc2n1/N=C/c1cccc(OC)c1OC	7	103	9	29	-0.5	-2	-9	6	108
Fc1ccccc1CSc1nnc2ccc(-c3ccncc3)nn12	12	101	13	-32	0.6	2	9	-3	103
O=[N+]([O-])c1ccc(N2CCCCCC2)c([N+](=O)[O-])c1	25	102	2	-21	-2.5	1	-8	8	101
COc1ccccc1NC(=O)CSc1nc2nc(C)cc(C)c2c(=O)[nH]1	-2	102	15	23	-1.4	-12	-4	-18	106
Cc1ccc(C(=O)c2ccc([N+](=O)[O-])cc2)cc1C	18	104	5	6	-1.7	-2	-6	6	102
COc1cc2c(cc1OC)C(c1ccc(N(C)C)cc1)NCC2 (stereo unspecified)	7	101	0	52	2.1	6	2	2	103
CCC(C)N1C(=O)/C(=C/c2c(NCCCOC(C)C)nc3c(C)cccn3c2=O)SC1=S (stereo unspecified)	-1	32*[inhibitor]	123*	42	21*	-2	-6	0	.
CCOC(=O)CN1C(=O)N[C@@H](c2ccccc2)C(C(=O)OC)=C1C	24	89	-6	26	-0.8	-1	0	-5	90
Cc1ccc(S(=O)(=O)N2CCN(CC(=O)NC3CCCc4ccccc43)CC2)c(C)c1 (stereo unspecified)	11	103	2	0	-2.1	0	-3	-34	108
CC(=O)Nc1cccc(NC(=O)CSc2nc3ccccc3o2)c1	7	93	-3	4	1.0	1	2	-1	94
Cc1cccnc1NC(=S)NCc1ccco1	26	101	1	-21	-1.0	32*	-4	-4	104
Cc1ccc(/C=C2\SC(N3CCCC3)=NC2=O)cc1	-9	99	1	55	-2.2	9	-12	-21	100
COc1ccc(Cl)cc1S(=O)(=O)Oc1ccc(NC(C)=O)cc1	6	71	12	5	4.3	-2	-1	-6	91
O=C(N/N=C\c1ccc(OC(=O)c2ccco2)cc1)c1ccc(Cl)cc1	3	107	5	36	-0.9	2	1	4	94
CCOC(=O)c1c(C)[nH]c(C(=O)N/N=C/c2ccc(Br)cc2)c1C	32	110	32	-12	4.6	-14	15	-16	119
COc1ccc(/C=C/CN2CCC(n3nccc3NC(=O)C3CCCC3)CC2)cc1	12	100	1	33	0.6	1	-14	10	107
O=C(NC(=S)NC1C2CC3CC(C2)CC1C3)c1ccccc1 (stereo unspecified)	2	106	6	18	-0.6	2	-24	-24	101
CCOc1cc(C=O)ccc1OS(=O)(=O)c1ccc(NC(C)=O)cc1	-7	106	-1	-4	7.8	0	-1	4	102
Cc1cccc(C(=O)NNC(=O)c2ccccc2O)c1	-6	101	6	8	-0.7	22	-4	-1	102
O=C(N/C(=C\c1ccc([N+](=O)[O-])cc1)C(=O)N1CCOCC1)c1ccccc1	8	97	-5	-24	0.1	6	-15	3	93
CCOC(=O)c1cnc2ccc(Br)cc2c1NCCCN1CCOCC1	.	98	3	.	-1.1	-2	-10	25	103
Cc1nn(C)cc1CN1CCC(n2nccc2NC(=O)CCCc2ccccc2)CC1	23	102	5	32	0.8	-12	-3	4	111
Cc1cc(CC(C)C)n(-c2nc3ccccc3c(=O)n2OCC(=O)N(C)C)n1	7	102	4	1	-0.7	-5	14	-24	100
CNC(=O)CSc1nccn1Cc1ccc(Cl)cc1	-9	101	0	30	2.1	-10	-7	-1	102
CC(=O)O[C@@H]1[C@@]2(C)O[C@H]2CC[C@]23O[C@H]2[C@H](OC3=O)C2=C(C)C(=O)O[C@@]21O	19	110	4	-1	-0.1	-11	-6	3	100
O=C(CN1CCN(c2ccc(O)cc2)CC1)Nc1cc(S(=O)(=O)N2CCCC2)ccc1Cl	21	102	-10	1	6.1	36*	-14	-24	90
N#C/C(=C\c1ccc(N2CCOCC2)o1)c1nc2ccccc2[nH]1	16	103	0	16	43*	13	12	-14	100
COc1ccc(Cn2cccc(NC(=O)Nc3cccc(OC)c3)c2=O)cc1	.	91	-7	28	2.5	1	3	-13	92
CCOc1ccc(Cl)cc1CNc1nnnn1C	12	100	0	35	-0.3	-3	-6	1	103
Cc1ccc(OCCSc2nnc(-c3cccs3)n2C)cc1	-68	98	3	-4	-0.7	1	-4	-30	95
Cc1nc2ccc(Br)cn2c1C(=O)N/N=C\c1ccccc1Cl	-8	97	1	3	-0.8	-2	-6	-9	98
Cc1cccc(N(CC(=O)NC2CCCCC2)C(=O)Cn2nnc(-c3ccc(C)o3)n2)c1	2	100	0	15	-1.6	2	-5	-27	99
C#CCN1C(=O)S/C(=C/c2cc(C)n(CC)c2C)C1=O	12	102	9	-4	-0.8	9	-4	4	112
Cc1ccc(N(C(=O)CNC(=O)c2ccco2)C(C(=O)NC2CCCCC2)c2ccncc2)cc1F (stereo unspecified)	1	99	-1	41	0.6	3	5	-40	98
N#CCCN1CCN(S(=O)(=O)c2ccc(S(=O)(=O)NC3CCCCC3)cc2)CC1	18	105	6	-12	1.0	1	7	-15	109
O=C(N/N=C/c1ccc(O)cc1)c1cc(-c2ccc3c(c2)OCO3)n[nH]1	19	102	21	1	-0.8	7	-7	-8	117
Cc1cc(C)cc(N(C(C)C(=O)Nc2c(C)n(C)n(-c3ccccc3)c2=O)S(C)(=O)=O)c1 (stereo unspecified)	.	101	6	-2	0.5	-1	-4	-13	106
COC(=O)c1ccc(NC(=O)CSc2nnc(COc3c(C)cccc3C)o2)cc1	28	100	0	3	0.5	4	7	-6	104
CC(Sc1nc(NC(C)(C)C)nc(N(C)C)n1)C(=O)Nc1ccccc1 (stereo unspecified)	13	100	-10	-10	-0.9	0	-4	-5	93
Cc1nc(SCC(=O)NCc2ccco2)c2c(=O)n(C)c(=O)n(CC(C)C)c2n1	-11	102	1	-4	-3.0	2	-14	1	99
COC(=O)C(NC(=O)c1ccc(F)cc1)(Nc1ncc(S(=O)(=O)c2ccc([N+](=O)[O-])cc2)s1)C(F)(F)F (stereo unspecified)	2	99	-3	-20	0.2	0	0	0	95
CN1/C(=C/C(=O)c2nc(S(C)(=O)=O)ncc2Cl)C(C)(C)c2ccccc21	-2	98	2	11	0.8	-17	4	-11	99
COC(=O)c1cc(-c2ccc(C)cc2)n[nH]1	4	100	-8	48	-0.1	7	-3	-5	88
O=C(COC(=O)CCN=C1NS(=O)(=O)c2ccccc21)NC1CCCCCCC1	8	88	-10	24	-0.2	1	8	-19	90
Cc1ccccc1N1CCN(C2CCCN(C(=O)CCN3CCCO3)C2)CC1 (stereo unspecified)	9	101	9	38	-0.7	0	-10	-10	106
COc1cccc(CNS(=O)(=O)c2c(C(=O)N3CCCCC3)c(C)n(C)c2C)c1	-9	102	3	20	0.0	-4	-7	-38	102
Cc1ccc2c(c1)c1c3n2CCNC3CCC1 (stereo unspecified)	24	99	0	14	12&9.8	0	15	12	106
Cc1nnc2ccc(N3CCCC3)nn12	17	100	2	22	-0.3	2	1	0	99
COC(=O)c1ccccc1NC(=O)NCc1cccnc1	10	103	-1	10	0.3	1	-10	2	101
COc1ccc(CNC(=O)C2CCCN(Cc3nc(-c4cccc(C)c4)oc3C)C2)cc1 (stereo unspecified)	28*	104	5	-8	9.2	-1	-4	14	115
CC(C)c1nc2oc3c(NCC4CCCO4)ncnc3c2c2c1CCC2 (stereo unspecified)	11	112	5	-14	-1.8	-18	-16	-28	113
C[C@H](NC(=O)c1ccccc1Cl)C(=O)OC(C(=O)Nc1cc(C(F)(F)F)ccc1Cl)c1ccccc1 (stereo partly specified)	35*	94	1	7	-1.0	2	-4	-8	91
O=C(Nc1ccccc1C(=O)N1CCCCCC1)c1ccccc1	11	100	0	32	-1.8	3	-15	-7	102

Additional entries
canonical_smiles	NALP1 yeast inh	MEKK3 PB1 HTS	MEKK2mut PB1 HTS	PHOSPHO1 block	OXTR ag	PfM18AAP inh	GPR7 antagonist	FID counter	MEKK2wt PB1 HTS
CCc1ccc(-n2cnc3cc(C(=O)NCC(OC)OC)ccc32)cc1	-8	94	-3	-33	0.0	0	-2	-36	93
CCc1nc(Nc2ccc3nccnc3c2)c2oc3ccccc3c2n1	18	95	-2	52	-2.5	6	-6	1	93
Cc1csc(NC(=O)c2cn3ccccc3n2)n1	-1	98	0	7	-0.1	-13	-1	0	93
COc1cccc(-n2c(Cn3nc(C(F)F)cc3C(F)F)n[nH]c2=S)c1	11	107	-2	-6	0.4	7	-3	-2	107
S=C(Nc1nc2c(s1)CCCC2)NC1CC1	14	102	-3	-18	.	15	5	-13	100
COc1ccc(CCN(C)Cc2ccc(OCc3ccccc3)c(OC)c2)cc1OC	15	93	-4	22	4.1	-1	4	28	99
COc1ccc(NC(=O)/C=C/c2cccc(Br)c2)cn1	18	99	2	24	6.0	0	-11	-17	100
C=CCC1(CC=C)CCCN1C(=O)c1cc(COc2ccccc2SC)on1	-67	98	-4	13	3.4	3	-8	-22	104
CCOCCn1c(=O)c2c(nc3n2CC(C)CN3Cc2ccccc2)n(C)c1=O (stereo unspecified)	24	100	-2	22	0.1	-4	-2	-49	106
Nc1nc(C(=O)N2CCOCC2)nn1S(=O)(=O)c1ccccc1	9	95	-9	-12	0.8	6	-8	1	95
COc1ccc(Nc2ncnc3sc(C)cc23)cc1	27	101	4	26	1.6	1	2	-4	105

Bioassay records from PubChem.
